Compound activity (PubChem BioAssay)
DT40 TDP1 no CPT: qHTS for Inhibitors of human tyrosyl-DNA phosphodiesterase 1 (TDP1): qHTS in cells in absence of CPT | Potency, µM (doses to about 46.2 µM), for inactives: at the top dose activity change, negative = growth inhibition, usual class: inhibitors | actives 15% (n = 420,000) | DT40 Tdp1-/- hTDP1 cells, no CPT, ATP luminescence, 48 h | AID 686978, 2013; also: nearly all actives have a fitted effect of over 55% in size
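Stably hTDP1-transfected Tdp1-null chicken DT40 cells were treated with library compounds minus camptothecin and grown for at least 48 hr at 37 °C, after which cellular ATP was quantified by luminescence.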
GCN5L2 inh: blocks human GCN5L2 histone acetyltransferase; GCN5L2 HAT assay, ThioGlo1 CoA-SH fluorescence; Potency, µM (doses to about 58.9 µM), for the others: at the highest dose activity change, negative = inhibition, most hits filed as inhibitors; actives 0.21% (n = 390,000); AID 504327
Target sequence (Q92830 whole entry, looked up): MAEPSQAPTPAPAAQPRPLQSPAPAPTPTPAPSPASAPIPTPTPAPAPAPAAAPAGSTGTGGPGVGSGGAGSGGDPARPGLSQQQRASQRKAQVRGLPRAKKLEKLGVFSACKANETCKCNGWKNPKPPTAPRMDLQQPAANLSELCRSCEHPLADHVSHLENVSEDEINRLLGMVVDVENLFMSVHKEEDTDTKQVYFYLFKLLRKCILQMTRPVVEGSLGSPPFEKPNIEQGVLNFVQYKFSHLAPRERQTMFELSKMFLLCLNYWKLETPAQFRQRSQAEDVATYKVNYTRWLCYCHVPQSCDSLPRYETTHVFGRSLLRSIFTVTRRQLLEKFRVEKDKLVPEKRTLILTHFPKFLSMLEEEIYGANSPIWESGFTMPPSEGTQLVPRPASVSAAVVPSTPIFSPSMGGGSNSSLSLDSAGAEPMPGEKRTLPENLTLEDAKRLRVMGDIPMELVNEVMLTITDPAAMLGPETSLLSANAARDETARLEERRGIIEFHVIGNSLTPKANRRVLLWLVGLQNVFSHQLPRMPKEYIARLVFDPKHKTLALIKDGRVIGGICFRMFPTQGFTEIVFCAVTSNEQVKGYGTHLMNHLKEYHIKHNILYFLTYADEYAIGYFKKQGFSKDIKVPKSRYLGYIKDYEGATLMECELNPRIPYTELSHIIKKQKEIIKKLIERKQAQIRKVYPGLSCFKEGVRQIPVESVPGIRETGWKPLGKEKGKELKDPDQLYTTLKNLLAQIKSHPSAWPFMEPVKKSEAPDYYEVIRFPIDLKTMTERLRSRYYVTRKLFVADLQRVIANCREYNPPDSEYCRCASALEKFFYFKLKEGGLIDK
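ThioGlo1-coupled HAT assay: 20nM GCN5L2, 70uM acetyl-CoA, 75uM H3(1-25) peptide, pH 7.5. Fluorescence read at 340/540nm at start and after 20 min at room temperature.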
TDP1 cell CPT: growth inhibition of DT40 Tdp1-/-;hTDP1 cells with camptothecin (screen for TDP1 inhibitors) | Potency, µM (top dose mostly 46.2 µM), without a hit: top-dose activity change, negative = growth inhibition, most hits filed as inhibitors | chicken DT40 Tdp1-/-;hTDP1 cells + 20 nM CPT, ATP luminescence, 48 h | actives 12% (n = 420,000); also: nearly all actives have a fitted effect of over 55% in size
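Chicken DT40 Tdp1-/- cells complemented with human TDP1, 400 cells/well, exposed to compounds plus 20 nM camptothecin for at least 48 h at 37 C; viability read as ATP content by CellTiter-Glo luminescence.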
The depositor's hits bear a star; ? = inconclusive; · = not tested or not shown; & = joins results of further samples; [ ] = remark or other dose. Calls follow the shape of the dose curve; as a rule, active = well fitted curve in the direction sought with a large enough effect; inconclusive = small, poorly fitted or top-dose-only effect, or another doubt; inactive = no such curve, though single readings can be large; an effect the other way counts as inactive or inconclusive. % is scaled to controls: 0 for no effect and ±100 for the full control effect; potency is read from the fitted curve at half-maximal effect.

SMILES	DT40 TDP1 no CPT	GCN5L2 inh	TDP1 cell CPT
COc1ccc(OC)c(N/C=C2/CCCCC2=O)c1	-19.2%	-14.2%	-16.9%
COc1ccc(C(=O)C2CCCN(C(=O)c3cccc(Cl)c3F)C2)cc1OC (centres undefined)	?	-5.0%	?
CCOC(=O)c1cc(-c2ccc(OC(F)F)cc2)nc2c1c(=O)[nH]c(=O)n2C	-12.9%	-12.3%	-20.6%
CCOP(=O)(OCC)C(NC(=O)c1ccc(OC)c(OC)c1)c1ccccc1 (centres undefined)	2.7%	0.1%	-2.8%
Cc1ccc2c(COC(=O)c3ccccc3Cl)cc(=O)oc2c1	-8.9%	-7.4%	9.0%
CN(c1ncnc(N)c1[N+](=O)[O-])C1CCCCC1	?	-3.3%	?
Cc1oc2c(CN3CCCCC3)c(O)ccc2c(=O)c1-c1ccc(Cl)cc1	6.4%	-1.0%	20.4%
CSc1ncccc1C(=O)OCC(=O)NC(C)(C)C	6.3%	1.8%	-4.3%
O=C(NNC(=O)c1ccccc1F)c1ccc2[nH]c(=O)c(=O)[nH]c2c1	15.4%	-5.9%	-4.6%
O=C1c2ccccc2C(=O)N1OCCCN1C(=O)c2ccccc2S1(=O)=O	-10.4%	·	-1.2%
C[C@]12C=CC(=O)C=C1CC[C@H]1[C@@H]3C[C@@H](O)[C@](O)(C(=O)CO)[C@@]3(C)C[C@H](O)[C@@]12F	1.7%&-10.3%	-22.3%&1.4%	0.4%&7.3%
Cc1ccc(S(=O)(=O)N2CCN(C(=O)N(C)C)CC2)cc1C	?	-3.4%	?
Cc1ccc(/C(=C/CN2CCCC2)c2ccccn2)cc1	?	-26.1%[0.501 µM]	?
O=C(Nc1ccccc1)C1=C(O)CC(c2ccco2)CC1=Nc1ccccc1 (centres undefined)	?	-3.4%	-17.2%
Cc1ccc(NC(=O)CSc2nnc(NC(=O)C(C)C)s2)c(C)c1	2.1%	0.4%	-1.7%
O=C(COc1ccccc1Cl)N(Cc1ccco1)C1CCS(=O)(=O)C1 (centres undefined)	-0.9%	-2.9%	-2.5%
Cc1cc2oc(C(=O)N(Cc3ccc(Cl)cc3)Cc3ccco3)c(C)c2cc1Cl	?	-4.6%	?
COc1nc(-c2cccc([N+](=O)[O-])c2)nc2ccccc12	-17.7%	0.2%	0.4%
Cc1cccc(C(=O)NC2CCN(CC(=O)Nc3ccccc3Cl)CC2)c1	-5.2%	0.6%	-0.3%
O=C1CCCC(=O)N1c1ccc(O)cc1	5.2%	19.8%	-7.2%
COC(=O)C(Cc1ccccc1)NC(=O)CSc1nc(N)cc(=O)[nH]1 (centres undefined)	-26.4%	3.4%	-5.1%
CCC(=O)N(C)C[C@H]1Oc2cc(-c3cccnc3)ccc2S(=O)(=O)N([C@H](C)CO)C[C@H]1C	-19.1%	·	-7.8%
CC(=O)Oc1ccc(C(=O)Nc2cc(NC(=O)c3ccc(OC(C)=O)cc3)cc(C(=O)NC(C)(C)C)c2)cc1	25.9µM*	1.8%	20.6µM*
Cc1ccc(C(=O)N2CCCC(CCC(=O)N3CCN(c4ccccn4)CC3)C2)cc1C (centres undefined)	?	-2.6%	?
Cc1cc(C)cc(N2CC(C(=O)O)CC2=O)c1 (centres undefined)	-7.2%	1.3%	-3.2%
More structures.
SMILES	DT40 TDP1 no CPT	GCN5L2 inh	TDP1 cell CPT
Cc1ccc(C)c(Cn2c(CO)nc3ccccc32)c1	?	1.9%	?
COCC1CCCCN1C(=O)c1ccc(OC2CCN(Cc3ccccn3)CC2)cc1 (centres undefined)	-7.1%	-4.8%	10.1%
COc1ccc(-c2cc(-c3ccccc3)nc(SCC(=O)Nc3nccs3)c2C#N)cc1	8.2µM*	0.7%	?
CCc1nnc(NC(=O)Cc2ccc(OC)c(S(=O)(=O)N3CCOCC3)c2)s1	-1.2%	·	-9.6%
Cn1nnnc1SCC(=O)Nc1ccccc1Cc1ccccc1	-2.6%	1.2%	1.0%
CCOC(=O)c1c(NC(=O)C2C3C=CC(C3)C2C(=O)O)sc2c1CC(C)CC2 (centres undefined)	-25.7%	0.9%	?
Cc1ccc(-c2csc(NC(=O)N3CCOCC3)n2)cc1	?	-0.7%	?
O=C(CNCC1CCCO1)Nc1ccccc1N1CCCCCC1 (centres undefined)	?	-2.9%	-23.9%
CC12CCC(=O)N1C(C(=O)NNC(=O)COc1ccccc1F)CS2 (centres undefined)	?	1.1%	-6.6%
Cc1ccc(-n2c(C)cc(C(=O)COC(=O)C3=NNC(=O)CC3)c2C)cc1	?	-26.2%	16.4µM*
O=C1NC2=C(C(=O)CCC2)C(c2ccccc2Cl)N1 (centres undefined)	-0.7%	18.7%	10.5%
CCc1nnc(N/N=C/c2c(C)[nH]c3ccccc23)n1N	-6.6%	-2.1%	-14.4%
N#C/C(=C(/O)COC(=O)CCCNC(=O)c1ccc(Cl)cc1)c1nc2ccccc2[nH]1	-18.2%	-0.8%	-9.9%
CCCc1ccc(OCC(=O)Nc2cc(S(=O)(=O)CC)ccc2O)cc1	-2.3%	-20.6%	4.2%
COc1cccc(NC(=O)C2C(c3ccccc3)C2(Cl)Cl)c1 (centres undefined)	?	-26.2%	29.1µM*
Cc1ccc(C(C)(C)C)cc1S(=O)(=O)Nc1ncnc2sccc12	0.6%	-0.9%	-1.3%
COc1ccc(CN(C)CCCn2cnc3c(OC)ncnc32)cc1OC	7.8%	·	2.4%
COc1ccc(CN(C)C(=O)CNC(=O)Cc2cccc3ccccc23)c(OC)c1OC	-26.6%	-14.5%	?
Cc1ncc([N+](=O)[O-])n1CCOC(=O)Nc1ccc([N+](=O)[O-])cc1	7.2%	-4.0%	1.2%
Cc1cccc(N2C(=O)c3cccc4cccc(c34)C2=O)c1	?	-11.3%	-28.4%
CC(C)N(C(=O)COC(=O)c1ccc(Cl)s1)c1ccccc1	-2.0%	-1.7%	?
CSc1ccccc1OCc1cc(C(=O)NCCC2=CCCCC2)no1	-29.4%	-3.5%	-19.5%
CCOc1ccc(NC(=O)CSc2nnc(NC(=O)C3CC3)s2)cc1	-2.5%	-3.4%	-8.3%
CN1CCN(NC(=O)c2cccc(S(=O)(=O)N3CCCCCC3)c2)CC1	-27.9%	-5.5%	-18.1%
COc1ccc(N(C(=O)/C=C/c2ccc(OC)c(OC)c2)C2=CC3CCC(C2)N3C)cc1 (centres undefined)	2.8%	-5.1%	-0.1%

20 of these compounds, set out differently:
| SMILES | DT40 TDP1 no CPT | GCN5L2 inh | TDP1 cell CPT |
| --- | --- | --- | --- |
| CCOC(=O)c1c(NC(=O)C2C3C=CC(C3)C2C(=O)O)sc2c1CC(C)CC2 (centres undefined) | -25.7% | 0.9% | ? |
| Cc1ccc(-c2csc(NC(=O)N3CCOCC3)n2)cc1 | ? | -0.7% | ? |
| O=C(CNCC1CCCO1)Nc1ccccc1N1CCCCCC1 (centres undefined) | ? | -2.9% | -23.9% |
| CC12CCC(=O)N1C(C(=O)NNC(=O)COc1ccccc1F)CS2 (centres undefined) | ? | 1.1% | -6.6% |
| Cc1ccc(-n2c(C)cc(C(=O)COC(=O)C3=NNC(=O)CC3)c2C)cc1 | ? | -26.2% | 16.4µM* |
| O=C1NC2=C(C(=O)CCC2)C(c2ccccc2Cl)N1 (centres undefined) | -0.7% | 18.7% | 10.5% |
| CCc1nnc(N/N=C/c2c(C)[nH]c3ccccc23)n1N | -6.6% | -2.1% | -14.4% |
| N#C/C(=C(/O)COC(=O)CCCNC(=O)c1ccc(Cl)cc1)c1nc2ccccc2[nH]1 | -18.2% | -0.8% | -9.9% |
| CCCc1ccc(OCC(=O)Nc2cc(S(=O)(=O)CC)ccc2O)cc1 | -2.3% | -20.6% | 4.2% |
| COc1cccc(NC(=O)C2C(c3ccccc3)C2(Cl)Cl)c1 (centres undefined) | ? | -26.2% | 29.1µM* |
| Cc1ccc(C(C)(C)C)cc1S(=O)(=O)Nc1ncnc2sccc12 | 0.6% | -0.9% | -1.3% |
| COc1ccc(CN(C)CCCn2cnc3c(OC)ncnc32)cc1OC | 7.8% | · | 2.4% |
| COc1ccc(CN(C)C(=O)CNC(=O)Cc2cccc3ccccc23)c(OC)c1OC | -26.6% | -14.5% | ? |
| Cc1ncc([N+](=O)[O-])n1CCOC(=O)Nc1ccc([N+](=O)[O-])cc1 | 7.2% | -4.0% | 1.2% |
| Cc1cccc(N2C(=O)c3cccc4cccc(c34)C2=O)c1 | ? | -11.3% | -28.4% |
| CC(C)N(C(=O)COC(=O)c1ccc(Cl)s1)c1ccccc1 | -2.0% | -1.7% | ? |
| CSc1ccccc1OCc1cc(C(=O)NCCC2=CCCCC2)no1 | -29.4% | -3.5% | -19.5% |
| CCOc1ccc(NC(=O)CSc2nnc(NC(=O)C3CC3)s2)cc1 | -2.5% | -3.4% | -8.3% |
| CN1CCN(NC(=O)c2cccc(S(=O)(=O)N3CCCCCC3)c2)CC1 | -27.9% | -5.5% | -18.1% |
| COc1ccc(N(C(=O)/C=C/c2ccc(OC)c(OC)c2)C2=CC3CCC(C2)N3C)cc1 (centres undefined) | 2.8% | -5.1% | -0.1% |

A stretch of the results above, for reference:
SMILES	DT40 TDP1 no CPT	GCN5L2 inh	TDP1 cell CPT
CCOc1ccc(NC(=O)CSc2nnc(NC(=O)C3CC3)s2)cc1	-2.5%	-3.4%	-8.3%
CN1CCN(NC(=O)c2cccc(S(=O)(=O)N3CCCCCC3)c2)CC1	-27.9%	-5.5%	-18.1%
COc1ccc(N(C(=O)/C=C/c2ccc(OC)c(OC)c2)C2=CC3CCC(C2)N3C)cc1 (centres undefined)	2.8%	-5.1%	-0.1%

Continued:
SMILES	DT40 TDP1 no CPT	GCN5L2 inh	TDP1 cell CPT
Cn1cc(C=C2C(=O)OC3(CCCCC3)OC2=O)c2ccccc21	-18.5%	-1.3%	11.1%
CCC1Oc2ccccc2N(CC(=O)NCCCN2CCCC2)C1=O (centres undefined)	-0.5%	-1.5%	-18.1%
Cc1cc(C(=O)CSc2nnnn2-c2ccccc2)c(C)n1-c1ccc2c(c1)OCO2	13µM*	-5.6%	23.1µM*
COc1ccc(C(=O)OCC(=O)NC(=O)NC2CCCC2)c(OC)c1	?	-12.5%	?
CS(=O)(=O)N1CCn2c1nc1ccccc12	-21.9%	-20.6%	14.4%
Cc1cccc(N2C(N)=C(C#N)C(C#N)(C#N)C2c2ccccc2)c1 (centres undefined)	10.3µM*	·	20.6µM*
O=C(NCCCN1CCCC1=O)c1ccc2c(c1)ncn2C1CCCCC1	3.3%	-0.3%	2.7%
O=C1c2oc3ccccc3c(=O)c2C(c2cccc(O)c2)N1Cc1ccc(F)cc1 (centres undefined)	20.6µM*	-18.3%	?
O=C(NNS(=O)(=O)c1ccc(F)c(Cl)c1)c1cccc(S(=O)(=O)N2CCOCC2)c1	-12.0%	-7.1%	-0.5%
Cc1c(NC(=O)Nc2cc(F)c(F)cc2Cl)c(=O)n(-c2ccccc2)n1C	-5.9%	·	-9.1%
CN(C)CCOC(=O)Cc1ccc(Cl)cc1	8.7%	3.1%	-16.6%
CCC(C)(C)C1CCc2c(sc(NC(=O)c3ccccc3C(=O)O)c2C#N)C1 (centres undefined)	?	?	-71.1%
Nc1nnc(SCc2cc3c(cc2Cl)OCO3)s1	-29.8%	1.0%	-9.7%
O=C(NCc1ccccc1)c1ccc(-c2ccccc2C(F)(F)F)o1	-8.6%	-0.9%[88.6 µM]	-28.5%
CN(C)S(=O)(=O)Nc1ccc(-c2cn3ccsc3n2)cc1	-23.3%	-1.4%	?
O=C(CSc1nnc(NC(=O)C2CCC2)s1)Nc1ccc(N2CCOCC2)cc1	-14.1%	-4.1%	-4.3%
COc1ccc(/C=N/NC(=O)c2ccc3c(c2)OCCO3)cc1[N+](=O)[O-]	2.4%	23.6%	2.5%
CC(NC(=O)c1ccc(NS(C)(=O)=O)cc1)c1ccccc1 (centres undefined)	?	-3.3%	-13.9%
Cc1ccc(C(C(=O)NCc2ccco2)N(C(=O)CNC(=O)c2cccs2)c2c(C)cc(C)cc2C)cc1 (centres undefined)	10.3µM*	-3.8%	10.3µM*
COc1ccc(OC)c(NC(=O)CN2C(=O)C(C)N(c3ccc(C)cc3)C2=O)c1 (centres undefined)	6.2%	-1.6%	-26.3%
COc1ccc(Nc2nc(N3CCN(S(C)(=O)=O)CC3)nc3ccccc23)c(OC)c1	?	-24.8%	?
c1ccc(OCc2nc3c4c(ncn3n2)-c2ccccc2CC42CCCC2)cc1	?	1.9%	?
COc1cc2c(cc1C=O)OC(C)C2 (centres undefined)	-0.5%	-5.3%	7.4%
CON/C=C(\C=Nc1ccc(F)cc1)c1ncc(C(F)(F)F)cc1Cl	1.4%	-16.6%	-3.4%
COc1ccnc2c1c(=O)n(Cc1c(F)cccc1Cl)c(=O)n2C	?	-0.5%	?
CCOC(=O)C(N=Nc1nn[nH]n1)C(C)=O (centres undefined)	-2.1%	·	14.1%
COC(=O)c1cc(NC(=O)CN(C)C2CCS(=O)(=O)C2)cc(C(=O)OC)c1 (centres undefined)	-13.0%	0.7%	-13.3%

These rows are one share of the data. The share of hits here may be higher or lower than overall.
